NOD1 inhibition – NOD1 signaling inhibitors, primary screen, cell-based, luminescence, uHTS (AID 1578). NOD1-driven NF-kB luciferase reporter cells, luminescence; higher % means a stronger effect. inhibition, % at 4 µM, or EC50 in µM where a hit was titrated. hit rate 1% among 290,000; in the data active = inhibition mostly above about 36%, no sharp cut-off; inactive = mostly below about 34%;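 also: HEK-293T reporter cells stimulated with the NOD1 agonist gamma-tri-DAP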
GPR55 activation – GPR55 agonists via beta-arrestin recruitment, primary screen, imaging, U2OS cells, beta-arrestin-GFP redistribution (AID 1961); U2OS GPR55 beta-arrestin-GFP redistribution imaging; higher % means a stronger effect; activation, % at 10 µM, or EC50 in µM where a hit was titrated; hit rate 0.048% among 290,000;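 active = activation above 40% with more than 50 cells counted in the well; inconclusive = wells holding fewer than 50 cells, flagged as toxic or sparse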;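 also: U2OS osteosarcoma cells stably expressing GPR55 and beta-arrestin-GFP; plate controls were DMSO negative control for no effect and LPI positive control for full effect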
KOR beta-arrestin-1 – KOR antagonists, beta-arrestin recruitment, cell-based, luminescence, uHTS (AID 1778). KOR beta-arrestin recruitment, luminescence, antagonist mode; higher % means a stronger effect. one-dose inhibition, % at 10 µM; IC50 in µM for titrated hits. hit rate 0.091% among 290,000; also: strong numbers were not always called active
GPR35 antagonists – GPR35 antagonists blocking zaprinast-driven arrestin recruitment, primary screen, imaging, U2OS, beta-arrestin-GFP, zaprinast agonist (AID 2058) | U2OS GPR35 beta-arrestin-GFP translocation imaging, zaprinast antagonism; higher % means a stronger effect | hit rate 0.052% among 290,000 | inhibition, % at 10 µM; hits with a dose series show IC50 in µM;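 active = inhibition of at least 50% with at least 30 cells and total cytoplasm GFP at most 10,000,000; inconclusive = under 30 cells or total GFP of 10,000,000 plus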
HIV peptide binding – inhibitors of HIV fusion peptide binding, primary screen, biochemical, uHTS, fluorescence dequenching (AID 1986). cell-free peptide binding, fluorescence dequenching, 30 min; higher % means a stronger effect. one-dose inhibition, % at 20 µM; IC50 in µM for titrated hits. hit rate 0.3% among 290,000; in the data active = inhibition mostly above about 52%, no sharp cut-off; inactive = mostly below about 76%; also: some results filed as inactive read as strong as hits
NOD2 inhibition – NOD2 signaling inhibitors, cell-based, luminescence, uHTS, HEK293 (AID 1566). inhibition, % at 4 µM; hits with a dose series show EC50 in µM. hit rate 0.63% among 290,000. HEK293 NOD2/NF-kB luciferase reporter, luminescence; higher % means a stronger effect; also: many of its hits are not listed in these tables
Myeloid diff MLP – compounds promoting myeloid differentiation; ER-HoxA9 myeloid progenitors, lysozyme-GFP differentiation, flow cytometry; calls only at 10 µM; hit rate 1% among 360,000;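 active = normalized GFP-positive differentiation at or above the plate's own cutoff, the solvent-only control mean plus 3 SD; inconclusive = no clear call, values can overlap the other calls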;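 also: cells exposed to compound for four days before flow analysis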
KOR beta-arrestin-2 – KOR agonists, beta-arrestin recruitment, primary screen, cell-based, luminescence, uHTS (AID 1777); KOR beta-arrestin recruitment, luminescence; higher % means a stronger effect; activation, % at 10 µM, or EC50 in µM where a hit was titrated; hit rate 0.02% among 280,000; in the data active = activation above about 50%, passing the limit was not always enough; also: a part of the inactive calls stands beside numbers as strong as those of hits
GPR55 antagonists – GPR55 antagonists blocking LPI-driven arrestin recruitment, primary screen, imaging, U2OS, beta-arrestin-GFP, LPI agonist (AID 2013) | U2OS GPR55 beta-arrestin-GFP translocation imaging, LPI antagonism; higher % means a stronger effect | inhibition, % at 10 µM, or IC50 in µM where a hit was titrated | hit rate 0.13% among 290,000;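 active = spots per cell inhibited over 60%, with over 100 cells counted and total cytoplasm intensity under 500,000; inconclusive = wells with under 100 cells, flagged as likely toxic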;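 also: U2OS cells stably carrying GPR55 and arrestin-GFP stimulated by 5 µM LPI near EC80; imaged beta-arrestin-GFP aggregate spots per cell after agonist stimulation; plate controls were LPI-stimulated DMSO wells for no effect and DMSO wells without LPI for full effect; some results filed as inactive read as strong as hits; confirmed hits need IC50 under 10 µM and bright autofluorescent wells are also inconclusive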
Myeloid diff MLP GFP+ MAC1+ % – recorded beside Myeloid diff MLP, whose call it bears; GFP+ MAC1+ double positive, %; measured here: differentiation confirmed by MAC1 staining
Numbers without * were called inactive; [ ] = another dose, or the depositor's remark. Rule as the data show it, unless noted: active = inhibition above about 50%; inactive = the rest. Not all compounds are listed, so the mix of outcomes need not match the whole.

For COc1ccc(C(=O)CCNc2cccc(Cl)c2)cc1 the results were NOD1 inhibition -37.0%, GPR55 activation -0.1%, KOR beta-arrestin-1 14.7%, GPR35 antagonists -13.3%, HIV peptide binding 2.1%, NOD2 inhibition -50.9%, Myeloid diff MLP inactive, KOR beta-arrestin-2 -2.9%, GPR55 antagonists 13.3% and Myeloid diff MLP GFP+ MAC1+ % 0.4.
Screening O=C(CNc1ccccc1)N/N=C/c1cc([N+](=O)[O-])ccc1N1CCCC1 returned NOD1 inhibition -22.2%, GPR55 activation -0.1%, KOR beta-arrestin-1 -13.2%, GPR35 antagonists -5.8%, HIV peptide binding -1.3%, NOD2 inhibition 0.6%, Myeloid diff MLP inactive, KOR beta-arrestin-2 1.1%, GPR55 antagonists 13.7% and Myeloid diff MLP GFP+ MAC1+ % 1.2.
`CC(C)=CCc1c(O)c(CC=C(C)C)c2c(c1O)C(=O)CC(c1ccc(O)cc1)O2` (centres undefined) gave NOD1 inhibition 2.2%, GPR55 activation 10.3%, KOR beta-arrestin-1 -8.1%, GPR35 antagonists 10.9%, HIV peptide binding 15.2%, NOD2 inhibition -13.3%, Myeloid diff MLP inactive, KOR beta-arrestin-2 0.2%, GPR55 antagonists 25.6% and Myeloid diff MLP GFP+ MAC1+ % 2.7.
`COc1cccc(-c2cc(C(=O)Nc3cccc(O)c3)no2)c1` gave NOD1 inhibition -6.7%, GPR55 activation 0.6%, KOR beta-arrestin-1 -28.9%, GPR35 antagonists -9.1%, HIV peptide binding 2.8%, NOD2 inhibition -210.9%, Myeloid diff MLP inactive, KOR beta-arrestin-2 1.8%, GPR55 antagonists -1.0% and Myeloid diff MLP GFP+ MAC1+ % 1.9.
`O=C(NCc1ccco1)C1CCCN(c2nnc(-n3cccc3)s2)C1` (centres undefined) gave NOD1 inhibition -5.9%, GPR55 activation -0.1%, KOR beta-arrestin-1 0.6%, GPR35 antagonists 7.8%, HIV peptide binding 1.7%, NOD2 inhibition -41.8%, Myeloid diff MLP inactive, KOR beta-arrestin-2 0.8%, GPR55 antagonists 2.2% and Myeloid diff MLP GFP+ MAC1+ % 6.8.
`CC1CC(C)CN(CCCNC(=O)c2cc3c(s2)-c2ccccc2OC3)C1` (centres undefined) gave NOD1 inhibition -22.0%, GPR55 activation -0.2%, KOR beta-arrestin-1 -41.3%, GPR35 antagonists 21.1%, HIV peptide binding 1.3%, NOD2 inhibition 3.1%, Myeloid diff MLP inconclusive, KOR beta-arrestin-2 -3.5% and GPR55 antagonists 1.1%.
COc1cc2c(cc1OC)C(=O)CCS2 was read as NOD1 inhibition -5.6%, GPR55 activation 0.0%, KOR beta-arrestin-1 -43.4%, GPR35 antagonists -6.3%, HIV peptide binding 0.9%, NOD2 inhibition -1.4%, Myeloid diff MLP inactive, KOR beta-arrestin-2 4.1%, GPR55 antagonists 8.9% and Myeloid diff MLP GFP+ MAC1+ % 0.7.
Screening COc1ccc(-c2cc(-c3cccnc3)c(C#N)c(N)n2)cc1 returned NOD1 inhibition 0.3%, GPR55 activation -0.1%, KOR beta-arrestin-1 17.4%, GPR35 antagonists 5.7%, HIV peptide binding 15.2%, NOD2 inhibition 23.4%, Myeloid diff MLP inactive, KOR beta-arrestin-2 9.8%, GPR55 antagonists -1.7% and Myeloid diff MLP GFP+ MAC1+ % 1.4.
Screening Cc1cccc(NC(=O)Cc2ccc(Br)cc2)n1 returned NOD1 inhibition -5.1%, GPR55 activation -0.2%, KOR beta-arrestin-1 -33.9%[20 µM], GPR35 antagonists 7.2%, HIV peptide binding 0.7%, NOD2 inhibition -3.8%, Myeloid diff MLP inactive, KOR beta-arrestin-2 -2.8%, GPR55 antagonists 1.6% and Myeloid diff MLP GFP+ MAC1+ % 0.4.
For COc1ccc(N(CC(=O)N2CCOCC2)S(=O)(=O)c2ccccc2)cc1Cl the results were NOD1 inhibition 0.2%, GPR55 activation 0.3%, KOR beta-arrestin-1 2.2%, GPR35 antagonists 8.3%, HIV peptide binding -1.0%, NOD2 inhibition 11.2%, Myeloid diff MLP inactive, KOR beta-arrestin-2 0.6%, GPR55 antagonists 7.4% and Myeloid diff MLP GFP+ MAC1+ % 0.9.
For COc1ccc(NC(=S)N2CCN(S(=O)(=O)c3ccc(F)cc3)CC2)cc1OC the results were NOD1 inhibition -1.4%, GPR55 activation -0.1%, KOR beta-arrestin-1 3.4%, GPR35 antagonists -5.5%, HIV peptide binding -2.6%, NOD2 inhibition 25.4%, Myeloid diff MLP inactive, KOR beta-arrestin-2 3.7%, GPR55 antagonists 9.9% and Myeloid diff MLP GFP+ MAC1+ % 0.2.
`CC/C(=N\NC(=O)Nc1nonc1N)c1ccc(OC)c(OC)c1` gave NOD1 inhibition -2.2%, GPR55 activation -0.1%, KOR beta-arrestin-1 26.2%, GPR35 antagonists 4.9%, HIV peptide binding -0.9%, NOD2 inhibition 15.9%, Myeloid diff MLP inactive, KOR beta-arrestin-2 4.4%, GPR55 antagonists 5.0% and Myeloid diff MLP GFP+ MAC1+ % 0.8.
Screening Cc1nc(N2CCN(c3ccccc3O)CC2)c2c(-c3ccccc3)csc2n1 returned GPR55 activation 0.3%, KOR beta-arrestin-1 -22.6%, GPR35 antagonists 0.5%, HIV peptide binding 26.0%, Myeloid diff MLP inactive, KOR beta-arrestin-2 0.3%, GPR55 antagonists 2.7% and Myeloid diff MLP GFP+ MAC1+ % 0.3.
For Cc1ccccc1CC(=O)Nc1ccc(C(=O)N2CCCC2)cc1 the results were NOD1 inhibition -37.2%, GPR55 activation 0.2%, KOR beta-arrestin-1 -17.5%, GPR35 antagonists 10.6%, HIV peptide binding -0.8%, NOD2 inhibition 8.9%, Myeloid diff MLP inactive, KOR beta-arrestin-2 -0.2%, GPR55 antagonists 15.1% and Myeloid diff MLP GFP+ MAC1+ % 0.6.
COc1ccc2c(c1)C(NC(=O)C(F)(F)F)CC2=O (centres undefined) was read as NOD1 inhibition -7.2%, GPR55 activation -0.3%, KOR beta-arrestin-1 13.3%, GPR35 antagonists 2.0%, HIV peptide binding -0.2%, NOD2 inhibition 9.9%, Myeloid diff MLP inactive, KOR beta-arrestin-2 -0.4%, GPR55 antagonists -0.6% and Myeloid diff MLP GFP+ MAC1+ % 0.8.
`CN1CCN(CCC(=O)Nc2cccc(Br)c2)CC1` gave NOD1 inhibition -2.2%, GPR55 activation 0.6%, KOR beta-arrestin-1 19.5%, GPR35 antagonists -3.6%, HIV peptide binding 1.0%, NOD2 inhibition 23.5%, Myeloid diff MLP inactive, KOR beta-arrestin-2 2.7%, GPR55 antagonists 2.7% and Myeloid diff MLP GFP+ MAC1+ % 0.4.
`CCOC(=O)C1CCN(C(=O)CCNC(=O)c2ccccc2OC)CC1` gave NOD1 inhibition -26.6%, GPR55 activation 0.2%, KOR beta-arrestin-1 -24.7%, GPR35 antagonists -2.2%, HIV peptide binding 2.3%, NOD2 inhibition 3.0%, Myeloid diff MLP inactive, KOR beta-arrestin-2 1.5%, GPR55 antagonists 3.9% and Myeloid diff MLP GFP+ MAC1+ % 1.1.
Screening CCn1c(=O)cc(OCC(=O)N2CCN(c3ccc(F)cc3)CC2)c2ccccc21 returned NOD1 inhibition -18.7%, GPR55 activation 0.1%, KOR beta-arrestin-1 2.2%, GPR35 antagonists -5.7%, HIV peptide binding 0.8%, NOD2 inhibition 3.3%, Myeloid diff MLP inactive, KOR beta-arrestin-2 -2.4%, GPR55 antagonists 10.4% and Myeloid diff MLP GFP+ MAC1+ % 0.1.
For COCCNC(=O)CN(C(=O)CCC(=O)Nc1ccccn1)c1cc(C)ccc1C the results were NOD1 inhibition -22.7%, GPR55 activation -0.2%, KOR beta-arrestin-1 -1.8%, GPR35 antagonists -1.0%, HIV peptide binding -0.8%, NOD2 inhibition -8.1%, Myeloid diff MLP inactive, KOR beta-arrestin-2 3.9%, GPR55 antagonists 13.6% and Myeloid diff MLP GFP+ MAC1+ % 0.4.
COc1ccc(C(=O)O)cc1NCc1ccc(C)s1 was read as NOD1 inhibition -10.3%, GPR55 activation -0.3%, KOR beta-arrestin-1 -59.2%[20 µM], GPR35 antagonists 5.6%, HIV peptide binding 0.4%, NOD2 inhibition -6.7%, Myeloid diff MLP inactive, KOR beta-arrestin-2 5.9%, GPR55 antagonists -4.9% and Myeloid diff MLP GFP+ MAC1+ % 0.4.
Screening CC(OC(=O)Cn1nnc2ccccc21)C(=O)NC1CCCC1 (centres undefined) returned NOD1 inhibition -1.2%, GPR55 activation 0.3%, KOR beta-arrestin-1 -4.3%, GPR35 antagonists 11.8%, HIV peptide binding 2.2%, NOD2 inhibition 4.0%, Myeloid diff MLP inactive, KOR beta-arrestin-2 0.4%, GPR55 antagonists 2.5% and Myeloid diff MLP GFP+ MAC1+ % 0.3.
`CCCCOC(=O)C1=C(C)Nc2ncnn2C1c1cc(OC)c(OC)cc1OC` (centres undefined) gave NOD1 inhibition -27.3%, GPR55 activation 0.3%, KOR beta-arrestin-1 12.3%, GPR35 antagonists -15.5%, HIV peptide binding -1.7%, NOD2 inhibition 13.2%, Myeloid diff MLP inactive, KOR beta-arrestin-2 1.3%, GPR55 antagonists 19.5% and Myeloid diff MLP GFP+ MAC1+ % 1.9.
Screening CCc1cccc(CC)c1NC(=S)Nc1ccccc1 returned NOD1 inhibition -19.4%, GPR55 activation -0.2%, KOR beta-arrestin-1 -1.8%, GPR35 antagonists 0.5%, HIV peptide binding 0.0%, NOD2 inhibition 3.1%, Myeloid diff MLP inactive, KOR beta-arrestin-2 -3.4%, GPR55 antagonists 3.6% and Myeloid diff MLP GFP+ MAC1+ % 0.1.
`C/C(=N/OC(=O)c1ccc(C)cc1)c1cccs1` gave NOD1 inhibition 1.9%, GPR55 activation 0.0%, KOR beta-arrestin-1 16.9%, GPR35 antagonists -4.3%, HIV peptide binding 2.7%, NOD2 inhibition -3.8%, Myeloid diff MLP inactive, KOR beta-arrestin-2 -1.4%, GPR55 antagonists -6.2% and Myeloid diff MLP GFP+ MAC1+ % 0.5.
`CCn1c2ccccc2c2cc(NC(=O)CNCc3ccccc3OC)ccc21` gave NOD1 inhibition -19.8%, GPR55 activation -0.1%, KOR beta-arrestin-1 -129.4%, GPR35 antagonists -4.7%, HIV peptide binding -1.9%, NOD2 inhibition 0.0%, KOR beta-arrestin-2 -1.7% and GPR55 antagonists -29.5%.

Bioassay records: PubChem BioAssay, several laboratories
